Diaphorase act – compounds boosting diaphorase resazurin reduction – biochemical, uHTS, resorufin fluorescence, counter-screen for diaphorase-coupled primary assays, primary screen; Diaphorase/resazurin coupled assay, 16 min; stronger effect = higher value; 1 = vehicle wells, 0 = NADH-free wells; activation factor at 20 µM; actives 0.005% (n = 190,000);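 active = diaphorase activity raised at least twofold by the compound at 20 µM; inactive = activation factor below 2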
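Assay system: Purified diaphorase enzyme from Clostridium kluyveri | Amount: Enzyme 0.07 U/mL final | Dosing: Compound 20 µM once, DMSO 1% | Timing: 16 min reaction at room temperature | Detection: Fluorescence, excitation 544 nm and emission 590 nm | Evaluation: Higher resorufin formation from activation or reduction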
TLR4-MyD88 BLA – inhibitors of TLR4-MyD88 association in cells, primary screen, cell-based, HeLa CL3-4, BLA complementation, FRET ratio; Toll-like receptor 4 (Homo sapiens) + Myeloid differentiation primary response protein …; HeLa CL3-4 TLR4/MyD88 BLA complementation; inhibition, % at 8.4 µM; actives 0.18% (n = 200,000); in the data active = inhibition above about 25%;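 also: 0% = vehicle and 100% = reference inhibitor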
NF-kB neuron act – activators of NF-kB expression in neurons, primary screen, cell-based, HTS. human neuronal cells, NF-kB reporter expression; stronger effect = higher value. fold change at 12.5 µM. actives 1.6% (n = 190,000); in the data active = fold change above about 3.3
Diaphorase inh – diaphorase inhibitors and chemical oxidizers, primary screen, counter-screen for diaphorase-coupled primary assays, biochemical, uHTS, resorufin fluorescence | diaphorase resazurin-to-resorufin fluorescence, NADH, 16 min; bacterial (C. kluyveri) enzyme, not human | inhibition, % at 20 µM | actives 0.69% (n = 190,000);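 active = primary screen inhibition at 20 µM above a set limit, cut at about 50% in these data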;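 also: plate controls were DMSO with full reaction for no effect and wells lacking NADH for full effect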
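System: Bacterial diaphorase enzyme (C. kluyveri) | Incubation: 16-min room-temperature incubation before reading | Benchmarks: No-NADH positive control and DMSO neutral control | Measured by: Resorufin fluorescence 544/590 nm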
APP 5UTR inh – inhibitors of APP translation via 5'UTR reporter, primary screen, APP 5'UTR luciferase, SH-SY5Y cells; inhibition, % at 2 µM; actives 0.82% (n = 190,000); AID 1285, 2008; SH-SY5Y APP 5'UTR-luciferase reporter, luminescence;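 active = inhibition above a set limit, derived from the sample mean plus 3 SD, cut at about 45% in these data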; also: values of inactives mirror those of a sister screen read the other way
FLuc inhib CS – firefly luciferase enzyme inhibitors, primary screen, artefact control for luciferase-based inhibitor screens, biochemical, luminescence, ATPLite; 10 min; actives 1.5% (n = 200,000); AID 1006, 2008; Luciferin 4-monooxygenase (Photinus pyralis), P08659; inhibition, % at 10 µM;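 active = inhibition above about 50% when tested at 10 µM, limit read from the data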
Target sequence (P08659 whole entry, looked up): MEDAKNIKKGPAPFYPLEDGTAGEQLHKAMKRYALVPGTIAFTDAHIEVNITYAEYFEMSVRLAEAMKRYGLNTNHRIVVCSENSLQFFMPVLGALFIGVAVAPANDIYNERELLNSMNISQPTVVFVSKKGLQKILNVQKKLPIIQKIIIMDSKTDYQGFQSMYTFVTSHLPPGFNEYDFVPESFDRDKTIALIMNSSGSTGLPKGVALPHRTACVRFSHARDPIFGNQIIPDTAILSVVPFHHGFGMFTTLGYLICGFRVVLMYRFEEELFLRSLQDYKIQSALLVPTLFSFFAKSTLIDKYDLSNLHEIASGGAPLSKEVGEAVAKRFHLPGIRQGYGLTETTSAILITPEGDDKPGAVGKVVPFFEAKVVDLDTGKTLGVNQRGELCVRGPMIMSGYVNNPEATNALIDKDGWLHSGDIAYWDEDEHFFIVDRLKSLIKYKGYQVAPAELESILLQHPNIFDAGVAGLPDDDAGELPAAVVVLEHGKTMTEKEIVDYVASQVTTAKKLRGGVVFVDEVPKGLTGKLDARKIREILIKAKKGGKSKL
G6PDH counter – L. mesenteroides G6PDH inhibitors, counter-screen for G6PDH-coupled screening assays, biochemical, Leuconostoc mesenteroides enzyme; Purified L. mesenteroides G6PDH, diaphorase/resazurin coupled fluorescence, 45 min; inhibition, % at 5 µM; actives 0.12% (n = 200,000); AID 1020, 2008; in the data active = inhibition above about 50%
STAT1 activator – STAT1 signaling activators, primary screen, cell-based, HTS, luciferase reporter | NIH 3T3 STAT1-luciferase reporter, IFN-gamma, luminescence; 100% = IFN-gamma alone, no compound | actives 2.6% (n = 200,000) | activation (% of control), % at 5.5 µM | AID 932, 2007;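 active = activation above the screen-wide mean activation plus 3 SD, cut at about 130% in these data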;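 also: raw ratio to IFN-gamma control signal so 100% means no change and 0% no light; values of inactives mirror those of a sister screen read the other way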
APP 5'UTR act – activators of APP 5'UTR luciferase reporter, primary screen, SH-SY5Y cells | SH-SY5Y APP 5'UTR luciferase reporter, luminescence; zero percent = DMSO vehicle wells | activation, % at 2 µM | actives 1% (n = 190,000);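 active = activation above a set limit, based on mean plus 3 SD of controls, cut at about 140% in these data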; also: values of inactives mirror those of a sister screen read the other way
FLuc stim CS – FLuc activators, initial screening, artefact control for FLuc-dependent activation tests, biochemical, ATPlite luminescence | Luciferin 4-monooxygenase (Photinus pyralis), P08659 | ATPlite luciferase biochemical, 10 min; 0 = ATP-free wells, 1 = DMSO control | activation factor at 10 µM | 200,000 tested, under 10 active;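 active = luciferase activation factor, scaled between plate controls, of at least 2 with compound at 10 µM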
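Material: Luciferase/luciferin reagent mix; Doses: test compounds dosed from 2 mM stocks in 100% DMSO; Schedule: 10 min incubation after luciferase reagent addition, room temperature; Measured by: luminescence from luciferase reaction; Read-out: luminescence gain marking luciferase activators.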
* hit, by the source's call; nt = not tested or not shown.

SMILES	Diaphorase act	TLR4-MyD88 BLA	NF-kB neuron act	Diaphorase inh	APP 5UTR inh	FLuc inhib CS	G6PDH counter	STAT1 activator	APP 5'UTR act	FLuc stim CS
N/C(=N\OC(=O)Cc1ccccc1)c1ccc(Br)cc1	0.9	1	1.8	14	2	1	-1	106	-2	1
CCOC(=O)C1CCN(C(=O)c2cccnc2Cl)CC1	0.9	-8	1	8	-8	-8	2	105	8	1.1
Cc1ccc(/C=C/c2nnc(-c3ccccc3)o2)cc1	0.9	7	2.3	15	-16	26	1	106	16	0.7
C=CCN1C(=O)C(Cc2ccc(OCC)cc2)SC1=Nc1ccc(C(=O)O)cc1 (centres undefined)	0.9	-5	1.2	14	2	-5	-6	90	-2	1.1
CCN(CC)S(=O)(=O)c1ccc(NC(=O)Cn2cnc3ccccc3c2=O)cc1	0.9	16	0.97	11	-10	-6	-6	97	10	1.1
C=CCn1c(COc2ccc(Cl)cc2)nnc1SCC(=O)N1CC(=O)Nc2ccccc21	0.8	-2	0.72	21	10	-4	-18	107	-10	1
O=C(COC(=O)c1cccc(Br)c1)NCCC1=CCCCC1	0.9	-2	1.2	10	-5	6	11	98	5	0.9
COc1ccc(-n2c(C)cc(C(=O)CSc3ccc(NC(C)=O)cc3)c2C)cc1	0.8	-7	1.3	18	-7	1	-5	106	7	1
Cn1cnnc1Sc1ccc(C(=O)OCC(=O)Nc2cc(Cl)cc(Cl)c2)cc1[N+](=O)[O-]	0.9	13	1	9	-5	-6	-25	102	5	1.1
COc1cc(/C=C/C(=O)OCC(=O)Nc2ccc(C)cc2[N+](=O)[O-])ccc1O	1.1	17	1.1	-6	-5	1	2	94	5	1

The list goes on; the last four above are carried over.
SMILES	Diaphorase act	TLR4-MyD88 BLA	NF-kB neuron act	Diaphorase inh	APP 5UTR inh	FLuc inhib CS	G6PDH counter	STAT1 activator	APP 5'UTR act	FLuc stim CS
O=C(COC(=O)c1cccc(Br)c1)NCCC1=CCCCC1	0.9	-2	1.2	10	-5	6	11	98	5	0.9
COc1ccc(-n2c(C)cc(C(=O)CSc3ccc(NC(C)=O)cc3)c2C)cc1	0.8	-7	1.3	18	-7	1	-5	106	7	1
Cn1cnnc1Sc1ccc(C(=O)OCC(=O)Nc2cc(Cl)cc(Cl)c2)cc1[N+](=O)[O-]	0.9	13	1	9	-5	-6	-25	102	5	1.1
COc1cc(/C=C/C(=O)OCC(=O)Nc2ccc(C)cc2[N+](=O)[O-])ccc1O	1.1	17	1.1	-6	-5	1	2	94	5	1
COc1ccc(NS(=O)(=O)c2cc(OCC(N)=O)c(C)cc2Cl)cc1	1	-4	0.91	4	-8	-3	14	96	8	1
O=[N+]([O-])c1cccc(NC2=NCCC2)c1	1	16	1.2	-3	-11	-9	4	99	11	1.1
CCc1nc2ccccc2n(CCOCCn2c(=O)c(CC)nc3ccccc32)c1=O	1	nt	nt	-4	nt	-4	4	nt	nt	1
Cc1ccc(OC(=O)c2cccc(C(=O)Oc3ccc(C)cc3)n2)cc1	0.8	1	1.2	23	-3	-6	-4	93	3	1.1
CCN1C(=O)C2(C(C#N)=C(N)Oc3cc(C)oc(=O)c32)c2ccccc21 (centres undefined)	1	-10	0.94	3	-1	0	0	99	1	1
CC(/C=N/n1c(-c2ccc(C)cc2)n[nH]c1=S)=C\c1ccco1	0.7	-11	0.89	28	-5	-10	-6	102	5	1.1
CC(C)(NO)/C(=N\O)c1ccccc1	1	6	1.1	-3	-4	-4	-1	98	4	1
Cc1cc(NC(=O)CCSc2nc(-c3ccco3)cc(C(F)(F)F)n2)n(-c2ccccc2)n1	0.9	-3	0.68	13	-18	2	2	99	18	1
O=C(c1cnn2c(C(F)F)cc(-c3ccccc3)nc12)N1CCOCC1	0.8	-1	1.2	19	-22	-6	4	96	22	1.1
O=C(COc1nncc2ccccc12)NCC(F)(F)F	0.9	16	1.4	14	15	-6	3	95	-15	1.1
COc1ccc(OC)c(C2Nc3nc4ccccc4n3C(C)=C2C(=O)Nc2ccc(C)cc2C)c1 (centres undefined)	1	-1	1.3	-2	-22	-3	6	103	22	1
COc1cc(NC(=O)c2ccc(C)c([N+](=O)[O-])c2)ccc1NC(=O)c1ccco1	1	9	1.2	2	-8	-6	3	94	8	1.1
O=c1oc2c(CN3CCOCC3)c(O)ccc2c2c1CCC2	0.8	4	1.2	16	7	-4	3	104	-7	1
Cc1ccc(Nc2c(N)c(=O)oc3ccccc23)cc1	0.8	-10	0.98	17	-17	0	-1	99	17	1
Cc1nc(CS(=O)c2ccc(Cl)cc2)cc(NCc2ccc(Cl)cc2Cl)n1 (centres undefined)	0.8	-7	1.1	21	-8	-8	0	90	9	1.1
O=C(O)c1cc(Cl)c(Cl)cc1C(=O)Nc1cccc2ncccc12	0.6	9	1.6	44	-13	0	-9	98	13	1
FC(F)(F)c1nc(Oc2ccccc2)c2ccccc2n1	0.9	-8	1	13	-5	1	12	98	5	1
COc1ccc(-c2cnc3c(c2)CCC3(C#N)C#N)cc1	0.9	-1	2.2	12	62*	-4	8	112	-63	1
C=CCNC(=O)c1cc2c(=O)c3ccccc3oc2nc1C	0.9	-17	1.2	12	7	0	3	105	-7	1
C=CCn1c(SC)nnc1-c1cccc([N+](=O)[O-])c1	0.9	8	1	8	3	-8	1	94	-3	1.1

Reprinted from the part before: two compounds, followed by the next part.
SMILES	Diaphorase act	TLR4-MyD88 BLA	NF-kB neuron act	Diaphorase inh	APP 5UTR inh	FLuc inhib CS	G6PDH counter	STAT1 activator	APP 5'UTR act	FLuc stim CS
C=CCNC(=O)c1cc2c(=O)c3ccccc3oc2nc1C	0.9	-17	1.2	12	7	0	3	105	-7	1
C=CCn1c(SC)nnc1-c1cccc([N+](=O)[O-])c1	0.9	8	1	8	3	-8	1	94	-3	1.1
O=C(Nc1ccc(Br)cc1)c1cccc(NC(=O)C2C3CC4OC(=O)C2C4C3)c1 (centres undefined)	0.8	4	1.2	15	-11	-4	0	105	11	1
CCOC(=O)C1CCN(CCC(=O)Nc2ccccc2Cl)CC1	0.9	13	1.1	7	-7	-8	1	88	7	1.1
CCCSc1nnc(CNC(=O)C23CC4CC(CC(C4)C2)C3)n1Cc1ccccc1	0.9	0	0.93	10	-5	1	-13	106	5	1
CC(=O)NC(NC(=S)Nc1c(C)n(C)n(-c2ccccc2)c1=O)C(Cl)(Cl)Cl (centres undefined)	0.9	6	1	13	1	-8	3	101	-1	1.1
CC(C)CC(=O)NC(=S)NNC(=O)c1cccc([N+](=O)[O-])c1	0.4	9	0.99	59*	-7	-2	5	85	7	1
NS(=O)(=O)c1ccc(CNC(=O)/C=C/c2ccc(Cl)c(Cl)c2)cc1	0.9	-3	1.1	12	-5	-5	-7	105	5	1.1
CC(C)=C1C2CCC1C(C(=O)Nc1cc(C)cc(C)c1)C2C(=O)O (centres undefined)	1	-2	1.3	2	7	-6	6	95	-7	1.1
Cc1ccc(N2CC(C(=O)Nc3ccccn3)CC2=O)cc1 (centres undefined)	1.1	-12	1.1	-10	-1	-3	21	94	1	1
CCN1c2ccccc2-c2nc3ccccc3n2C1c1ccccn1 (centres undefined)	0.8	-5	1	20	0	-8	-1	100	0	1.1
O=C(COc1cccc(NC(=O)c2ccccc2)c1)c1ccccc1	0.8	-19	1.1	21	10	0	9	107	-9	1
Cc1c(Cl)cccc1N1CC(C(=O)Nc2nccs2)CC1=O (centres undefined)	1	-16	0.77	2	15	-6	2	102	-15	1.1
Cc1ccc(-c2nc(NC(=O)CSc3ccc4ccccc4n3)ns2)cc1	0.8	8	0.99	24	-6	-2	-1	96	6	1
COCCNC(=O)c1c(N)n(-c2cccc(C)c2)c2nc3ccccc3nc12	1.1	9	0.33	-13	11	-1	12	94	-11	1
CCc1ccc(NC(=O)C2(C)Cc3ccccc3C(=O)O2)cc1 (centres undefined)	0.9	-6	1.6	14	-30	1	7	111	30	1
Cc1ccc(C(=O)N/C(=C\c2cccs2)C(=O)N2CCCCCC2)cc1	0.9	12	0.99	7	-9	-4	8	97	9	1
Cc1ccnc2nc(C(=O)NCc3ccccc3)nn12	1	6	0.97	-1	0	-1	1	101	0	1
CCOc1ccccc1N1CCN(C(=O)CC(C)(C)C)CC1	1	-4	1.2	4	-15	-7	3	97	15	1.1
CNc1c(N=Cc2cccnc2)c(=O)n(C)c(=O)n1C	0.9	10	1.1	10	14	-5	1	93	-14	1.1
O=C(O)c1cc(N2N=C(C(F)(F)F)/C(=C/C=C/c3ccco3)C2=O)ccc1Cl	0.4	3	1.1	56*	0	8	19	111	0	0.9
Cn1c(=O)c2cn(-c3ccccc3)cc2n(C)c1=O	0.8	3	1.2	15	-2	-2	4	103	3	1
CC1(C)NC(C)(C)c2nonc2/C1=N\O	0.9	-1	1.1	15	-21	0	4	100	21	1
O=C(NC1CCN(CC(=O)N(c2ccccc2)c2ccccc2)CC1)c1ccc([N+](=O)[O-])cc1	0.7	5	0.98	26	-21	-6	15	107	21	1.1
CCCc1cc(=O)n2[nH]c(NCc3c(Cl)cccc3Cl)nc2n1	0.9	1	1.2	8	-4	-2	5	96	4	1
CC1=NN(c2ccccc2)C(=O)C1N=Nc1ccc(N)cc1 (centres undefined)	0.7	-1	0.64	29	25	5	-10	98	-25	1
O=[N+]([O-])c1ccc2ccn(C3OCC(O)C(O)C3O)c2c1 (centres undefined)	1	5	1.3	1	26	-4	4	94	-25	1
CCOC(=O)C1CCN(S(=O)(=O)c2cc(Cl)c(C)cc2OC)CC1	0.9	8	1.1	12	6	-6	-14	100	-6	1.1
CCOCCOC(=O)COc1ccc2c(-c3ccccc3)cc(=O)oc2c1	0.9	1	1.1	11	2	-5	2	104	-2	1
Cc1ccccc1-n1c(SCc2cc(=O)n3ccccc3n2)nc2[nH]ncc2c1=O	0.8	17	1.1	18	-9	-3	0	86	9	1
COc1cccc(C2C(C(=O)c3sc(C)nc3C)=C(O)C(=O)N2CCN2CCOCC2)c1 (centres undefined)	0.9	-3	1.2	11	-4	-2	14	93	4	1
Cc1ncsc1CCOC(=O)c1cccc([N+](=O)[O-])c1	0.8	3	1.1	19	3	-2	-6	89	-3	1
CCOC(=O)/C(=C\Nc1ccc(OC(F)(F)F)cc1)Sc1ncc(C(F)(F)F)cc1Cl	0.9	-4	0.91	10	nt	-2	-1	94	nt	1
CCOC(=O)C1=C(C)OC(N)=C(C#N)C1c1cc2c(cc1[N+](=O)[O-])OCO2 (centres undefined)	0.8	16	1.2	22	12	-7	10	86	-12	1.1

Screens (PubChem)
